L3MBTL1 block – L3MBTL1 (human) inhibition; AID 485360; AlphaScreen L3MBTL1–H3K9me1 peptide binding; Potency, µM (series often up to 57.1 µM), inactives show top-dose activity, negative = inhibition, usual class: inhibitors; Q9Y468; 230,000 compounds, 0.66% hits; further: on the % scale 0 is the no-effect control and ±100 the full control effect; nearly all actives have a fitted effect of over 60% in size
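First, the protein-peptide complex forms for 30 min at room temperature (L3MBTL1 50 nM, biotinylated H3K9me1 peptide 75 nM). Next, compounds are pin-transferred and incubated 30 min. Finally, AlphaScreen beads are added and read after 30 min.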
RECQ1 helicase – blocks DNA unwinding by human RECQ1. P46063. RECQ1 DNA unwinding, red fluorescence kinetic read. Potency, µM (highest dose often 57.3 µM), for the others: at the top dose activity, negative = inhibition, usual class: inhibitors. 240,000 compounds, 0.54% hits;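 further: plate controls were vehicle for no effect and no enzyme for full effect; nearly all actives have a fitted effect of over 30% in size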
Target sequence (P46063 whole entry, looked up): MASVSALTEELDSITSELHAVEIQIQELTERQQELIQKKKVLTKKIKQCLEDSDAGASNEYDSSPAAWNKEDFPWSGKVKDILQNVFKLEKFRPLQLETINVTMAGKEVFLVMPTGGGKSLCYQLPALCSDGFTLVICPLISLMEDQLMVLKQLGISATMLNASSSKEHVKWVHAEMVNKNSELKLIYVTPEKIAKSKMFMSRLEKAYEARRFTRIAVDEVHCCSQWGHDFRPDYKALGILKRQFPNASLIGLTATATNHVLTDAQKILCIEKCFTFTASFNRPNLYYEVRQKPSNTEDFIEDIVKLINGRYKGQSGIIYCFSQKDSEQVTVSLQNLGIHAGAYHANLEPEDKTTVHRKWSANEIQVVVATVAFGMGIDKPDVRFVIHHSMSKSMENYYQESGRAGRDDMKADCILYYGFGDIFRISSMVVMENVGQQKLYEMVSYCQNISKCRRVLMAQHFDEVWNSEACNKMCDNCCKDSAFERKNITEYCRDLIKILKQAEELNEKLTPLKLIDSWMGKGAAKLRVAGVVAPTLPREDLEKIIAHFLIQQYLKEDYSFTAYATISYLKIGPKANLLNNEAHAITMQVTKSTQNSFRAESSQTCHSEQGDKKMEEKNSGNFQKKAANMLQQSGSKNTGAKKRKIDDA
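RECQ1T1 50 nM; forked duplex (20 bp + 30-nt ss tails) 200 nM, ATP 2 mM final; pH 8.0, 2 mM MgCl2, 2.5 ug/ml poly(dI-dC); 15 min compound preincubation; discontinuous kinetic read over 2 h at RT.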
Tau ThT inhib – tau fibrillization inhibition (ThT binding); recombinant tau K18 P301L (four-repeat tau fragment), heparin-induced fibrillization, ThT fluorescence; Potency, µM (series often up to 57.4 µM), inactives show at the top dose activity, negative = inhibition, most hits filed as inhibitors; 270,000 compounds, 2.1% hits; AID 1460; further: on the % scale 0 is the no-effect control and ±100 the full control effect; nearly all actives have a fitted effect of over 55% in size
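Recombinant human tau K18 fragment […] carrying P301L, 15 uM unlabeled plus 0.24 uM Alexa 594-labeled, was fibrillized with 20 uM heparin in 100 mM sodium acetate pH 7 for 6 hr at 37 C; 30 uM ThT fluorescence read after 1 hr.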
LMNA splice mod – LMNA splicing modulation. HeLa LMNA splicing GFP/RFP minigene ratio, 48 h. 200,000 compounds, 0.01% hits. Potency, µM (doses to about 46.1 µM), for inactives: at the top dose ratio change, negative = inhibition, actives largely listed as inhibitors; active means well fitted inhibition curve with a large enough effect in the signal ratio, with a control signal flat, not every such curve was filed as active; inconclusive means small, poorly fitted or top-dose-only effect, or effect the other way, or a change in a side signal; the % refers to the signal ratio; further: on the % scale 0 is the no-effect control and ±100 the full control effect
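S3 HeLa stable clones carrying a lamin A-EGFP splicing minigene plus DsRed2 were seeded at 600 cells/well in Opti-MEM with 2% FBS, pin-dosed and incubated 48 h at 37°C. Acumen cytometry (488 nm) gave the GFP/RFP total-intensity ratio.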
SMN2 splice up – increases expression of the SMN2 splice variant. HEK293 SMN2-luciferase splicing reporter, luminescence, 30-36 h. Potency, µM (series often up to 46.1 µM), inactives show top-dose activity change, positive = activation, most hits filed as activators. 210,000 compounds, 2.8% hits. AID 1458; further: % of control where 0% means no effect; nearly all actives have a fitted effect of over 55% in size
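HEK293 cells carry an SMN2 […]–luciferase reporter in which exon 7 inclusion puts luciferase in frame. Cells were plated 10-12 h before compound addition, then incubated 30-36 h at 37C. ONE-Glo luminescence was read; sodium butyrate at 4.5 mM final served as control.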
KDM4E inh – inhibitors of human JMJD2E histone demethylase | B2RXH2 | JMJD2E catalytic domain, FDH-coupled NADH fluorescence (FDH is formaldehyde dehydrogenase) | Potency, µM (titrated, usually from 57.1 µM), for inactives: at the highest dose activity change, negative = inhibition, usual class: inhibitors | 230,000 compounds, 1.6% hits | AID 2147; active means well fitted inhibition curve with a large enough effect, not every such curve was filed as active; inconclusive means small, poorly fitted or top-dose-only effect, or another doubt; inactive means no such curve, though single readings can be large or run the other way;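 further: 0% = wells with enzyme and -100% = buffer wells without enzyme; nearly all actives have a fitted effect of over 50% in size; many of its hits are not listed in these tables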
Target sequence (B2RXH2 1-337 limits assumed): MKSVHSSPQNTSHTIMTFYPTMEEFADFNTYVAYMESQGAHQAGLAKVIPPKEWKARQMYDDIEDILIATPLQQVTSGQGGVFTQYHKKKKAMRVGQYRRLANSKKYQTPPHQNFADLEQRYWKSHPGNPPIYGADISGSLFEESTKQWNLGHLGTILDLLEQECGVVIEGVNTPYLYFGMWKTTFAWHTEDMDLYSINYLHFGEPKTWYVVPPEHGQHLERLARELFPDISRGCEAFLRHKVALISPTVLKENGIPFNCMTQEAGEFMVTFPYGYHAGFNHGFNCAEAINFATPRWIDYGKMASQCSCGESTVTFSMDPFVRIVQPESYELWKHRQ
Luc counter – counter-screen: inhibitors of Kinase-Glo firefly luciferase | Q27757 | Kinase-Glo luciferase, ATP luminescence, 8 min | Potency, µM (titrated, usually from 38.3 µM), inactives show top-dose activity change, negative = inhibition, most hits filed as inhibitors | 200,000 compounds, 0.28% hits; further: on the % scale 0 is the no-effect control and ±100 the full control effect; nearly all actives have a fitted effect of over 60% in size
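Light output from Kinase-Glo luciferase with luciferin and 10 uM ATP in 50 mM imidazole pH 7.2, KCl, MgCl2, Tween 20, BSA; compound pin-delivered, 8-min ambient incubation, then luminescence read.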
ALDH1A1 inh – inhibitors of human aldehyde dehydrogenase 1A1. P00352. Purified ALDH1A1, NADH fluorescence, propionaldehyde substrate. Potency, µM (titrated, usually from 75.3 µM), inactives show top-dose activity, negative = inhibition, usual class: inhibitors. 220,000 compounds, 7.3% hits; active means well fitted inhibition curve with a large enough effect, not every such curve was filed as active; inconclusive means small, poorly fitted or top-dose-only effect, or another doubt; inactive means no such curve, though single readings can be large or run the other way;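 further: plate controls were no enzyme wells and a reference inhibitor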
Numbers without * were called inactive; i = inactive; ? = inconclusive; nt = no result given; & = joins results of further samples; [ ] = dose if it differs, or a comment. Unless noted, the call rests on the fitted dose curve; in most records, active means well fitted curve in the direction sought with a large enough effect; inconclusive means small, poorly fitted or top-dose-only effect, or another doubt; inactive means no such curve, though single readings can be large; an effect the other way counts as inactive or inconclusive. Potency means the concentration at half of the fitted maximal effect. A portion of the library; rates above refer to the full screens.

SMILES | L3MBTL1 block | RECQ1 helicase | Tau ThT inhib | LMNA splice mod | SMN2 splice up | KDM4E inh | Luc counter | ALDH1A1 inh
CS(=O)(=O)N1CCC(C(=O)Nc2ccc(C(F)(F)F)cc2)CC1 | nt | -9% | -2% | nt | -25% | -6% | 0% | -1%
CC(=O)OCCCNc1cc(Sc2ccc(Cl)cc2)c2nonc2c1[N+](=O)[O-] | -1% | 0% | 8.9µM* | 0% | 14% | -7% | -2% | ?
Cc1ccc(OCCCC(=O)NC(C)c2ccccc2)cc1 (stereo unspecified) | nt | -1% | -8% | 8% | 5% | -1% | 14% | ?
CCC(C)C(=O)N1CCCC(c2nc(-c3cccs3)no2)C1 (stereo unspecified) | nt | -6% | -6% | -11% | nt | -1% | 1% | -1%
O=C(c1ccco1)N1CCN(CC(=O)N(C2CCCCC2)C2CCS(=O)(=O)C2)CC1 (stereo unspecified) | 5% | 4% | -2% | -2% | -7% | -9% | 3% | ?
COc1ccc(C2(NC(C)=O)CCN(C(=O)c3cccs3)CC2)cc1 | -7% | 0% | -3% | 3% | -9% | 12% | -1% | ?
Cc1ccc(Cc2nc(-c3ccncc3)no2)cc1 | 9% | -2% | 1% | nt | 2% | 9% | 0% | 14%
CCOC(=O)C1=C(CC)Nc2ccccc2N=C1NC(=O)c1ccc(S(=O)(=O)N(C)C)cc1 | nt | 3% | -1% | -10% | -15% | ? | -3% | ?
CC(=O)N(CCC1(C(C)C)CCOC(C)(C)C1)Cc1ccco1 (stereo unspecified) | nt | 4% | ? | ? | -6% | -15% | -2% | -5%
CCCCN(CC(=O)NC(C)(C)C)C(=O)C(=O)Nc1ccc2c(c1)OCCO2 | ? | i | 6% | nt | 6% | 3% | 3% | -5%
CCn1cc(S(=O)(=O)Nc2ccc3c(c2)OCCO3)cn1 | -7% | i | -12% | 8%[46 µM] | nt | 12% | -1% | -9%
O=C(CSc1cccc[n+]1[O-])Nc1ccc([N+](=O)[O-])cc1Cl | 4% | 0% | 3% | nt | -7% | 17% | -1% | 8%
Cc1cccc(C)c1NC(=O)CCCSc1nc2ccccc2s1 | 3% | -9% | -1% | ? | -37%[inhibitor] | -6% | -1% | -13%
Cc1cc(C)c(C#N)c(Cl)n1 | 0% | -11% | 2% | -16% | -28% | 2% | 3% | 4%
COCCn1c(=O)c(-c2ccccc2)nc2cnc(Nc3ccccc3)nc21 | nt | -14% | nt | nt | -5% | nt | 0% | 2%
N#C/C(=C\c1c(F)cccc1Cl)c1nn(-c2ccccc2)c(-n2cccc2)c1C#N | -13% | -6% | -6% | nt | nt | -28% | nt | nt
O=C(NCc1nc2ccccc2[nH]1)C1=C[C@@H](C2CC2)C[C@@H](OCc2ccc(CO)cc2)O1 | 15% | -18% | -4% | nt | nt | 3% | nt | -4%
CCc1cccc(OCCCn2ccnc2)c1 | 0% | -8% | 4% | -13% | 6% | ? | -2% | ?
Cn1c2c(c(=O)n(C)c1=O)C(C(F)(F)F)(C(F)(F)F)N=C(CCC1CCCCC1)N2 | 5% | -1% | -18% | ? | -22% | 2% | 0% | -5%
O=C(/C=C/c1ccco1)N1CCCC(c2ccccc2)C1 (stereo unspecified) | -12% | ? | ? | ? | -6% | -26% | 0% | 10µM*
c1ccc(CC2CCN(c3nc4ccccc4n4nnnc34)CC2)cc1 | 4% | ? | -13% | 3% | -17% | ? | -3% | ?
Cc1ccc(Sc2ncccc2NC(=O)c2ccccc2Cl)cc1 | 8% | -4% | 0% | nt | nt | 10% | nt | nt
CCCNC(=O)c1ccccc1NS(=O)(=O)c1ccc2c(c1)OCCO2 | nt | i | -2% | -14% | ? | ? | 2% | -61%
Cc1ccc(C(=O)c2sc3nc4c(cc3c2N)CCC4)cc1 | -1% | -2% | -7% | -2% | 7.9µM* | 5% | 2% | 5%
NC(=O)C(=CNc1nc(-c2ccc(Cl)c(Cl)c2)cs1)C(N)=O | -44% | 3.5µM* | 16µM* | nt | nt | 7.9µM* | nt | nt
Cc1ccsc1C(=O)Nc1ccc2c(c1)OCCO2 | 2% | -10% | -6% | -14% | 2.2µM* | -5% | 10µM* | 0%
COC(=O)c1ccc(C23CC4(C2)[C@H](CN(CC2CCCCC2)[C@@H]4c2ccccc2)C3c2ccccc2)cc1 (stereo partly specified) | nt | -14% | -2%&3% | nt | -7% | -9%&-4% | -1% | ?
CCN(Cc1cc2ccccc2[nH]c1=O)C(=O)c1cccnc1 | 0% | 1% | -6% | 10% | -1% | 14% | -2% | -7%
C#CCOCCOCCOCCNc1nc(N2CCN(C(=O)[C@H](CCC(=O)O)n3cc(C(N)CO)nn3)CC2)nc(N2CCN(C(=O)[C@H](Cc3ccc(O)cc3)n3cc(C(N)CC(C)C)nn3)CC2)n1 (stereo partly specified) | -25% | -4% | -4% | nt | nt | -4% | nt | 2%
Cc1cccc(NC(=S)NCCc2ccc3c(c2)OCCO3)c1C | ? | -10% | -10% | ? | 8% | 0% | -3% | 7%
CN1CCc2c(sc3c2c(=O)n(-c2ccccc2)c2nncn32)C1 | 4% | 1% | ? | 6% | -6% | ? | -1% | -11%
COc1nc(Nc2cccc(C)c2)nc(N2CCCCC2)n1 | 2% | -19% | -11% | ? | -14% | -4% | 0% | -12%
Cc1cc(C)nc(NC2=NCC(=O)N2c2cc(Cl)cc(Cl)c2)n1 | nt | -4% | -7% | -8% | ? | -28% | 0% | -4%
COc1ccc(-n2cc(C(=O)c3ccccc3O)cn2)cc1 | nt | -23% | ? | nt | ? | ? | 10µM* | ?
COCCCNC(=S)N/N=C/c1ccc2ccccc2c1 | -9% | -11% | -18% | nt | nt | -3% | nt | 7%
N=c1c2c3c(sc2ncn1CCCN1CCOCC1)CCCCC3 | nt | i | 2% | 6% | 1% | -4% | -1% | -6%
CCOC(=O)C1Cn2c(nc3c(c2=O)C(C)(C)Cc2ccccc2-3)S1 (stereo unspecified) | 4% | -11% | -15% | -6% | 6% | ? | -2% | ?
O=C(Nc1ccc(N2CCN(C(=O)c3ccco3)CC2)cc1)C(c1ccccc1)c1ccccc1 | nt | -4% | ? | -7% | 15% | 3% | -4% | 1%
Cn1cnc([N+](=O)[O-])c1SCC(O)CN1CCCCC1 (stereo unspecified) | 1% | i | -11% | nt | 15% | 2% | 2% | 1%
CC(Oc1ccccc1F)C(=O)NCCN1CCCCC1 (stereo unspecified) | 0% | -16% | 3% | -3% | 6% | 5% | -6% | 13%

An excerpt from above in order of the L3MBTL1 block value, high to low.
canonical_smiles,L3MBTL1 block,RECQ1 helicase,Tau ThT inhib,SMN2 splice up,KDM4E inh,ALDH1A1 inh
CN1CCc2c(sc3c2c(=O)n(-c2ccccc2)c2nncn32)C1,4%,1%,?,-6%,?,-11%
COc1nc(Nc2cccc(C)c2)nc(N2CCCCC2)n1,2%,-19%,-11%,-14%,-4%,-12%
COCCCNC(=S)N/N=C/c1ccc2ccccc2c1,-9%,-11%,-18%,nt,-3%,7%

(cont.)
SMILES | L3MBTL1 block | RECQ1 helicase | Tau ThT inhib | LMNA splice mod | SMN2 splice up | KDM4E inh | Luc counter | ALDH1A1 inh
COc1ccc(C(O)P(=O)(OC(C)C)OC(C)C)cc1OC (stereo unspecified) | 39%[activator] | -7% | -6% | 9%[0.0737 µM] | 24% | 8% | 1% | -4%
CCOC(=O)C1(Cc2ccc(Cl)cc2)CCN(C(=O)CCc2ccncc2)CC1 | -4% | i | -1% | nt | nt | 1% | 1% | ?
O=S(=O)(Nc1ccc(-n2cccc2)cc1)c1ccc(Cl)c(Cl)c1 | -21% | -28% | -9% | ? | nt | -4% | nt | ?
CC(/C=N\Nc1nnc2c(n1)[nH]c1c(C)cccc12)=C\c1ccco1 | 4% | i | 1.4µM* | 1% | 18% | 7% | -4% | 2%
Nc1ccccc1OCCOCCOc1ccccc1N | -14% | -11% | 1% | 16% | -6% | -5% | -3% | -16%
NS(=O)(=O)c1cccc(NS(=O)(=O)c2ccc(/C=C/C(=O)O)cc2)c1 | 7% | 2% | 5% | nt | nt | -4% | nt | nt
CCOc1cc(NC(=O)c2ccco2)c(OCC)cc1NC(=O)c1cc(OC)c(OC)c(OC)c1 | nt | i | -19% | ? | nt | nt | -7% | ?
OC[C@H]1O[C@@H](n2cnc3c(Nc4ccccc4)ncnc32)[C@H](O)[C@H]1O | nt | -7% | -7% | ? | ? | i | -2% | ?
C/C(CC(=O)Nc1cc(C)ccn1)=N\NC(=O)C(=O)Nc1cccc(C)c1 | -1% | 4% | ? | -1% | 29% | ? | -1% | 5%
CN1CCN(CCCN2c3ccccc3Sc3ccccc32)CC1 | nt | -4% | -13% | nt | nt | nt | 1%[39.9 µM] | -1%
Cc1ccc(S(=O)(=O)N(C)Cc2ccc(C(=O)NN=C(CC(C)C)CC(C)C)cc2)cc1 | -1% | 3% | -18% | ? | -22% | 7% | 1% | 7.1µM*
Cc1cc(C(=O)CN2C(=O)NC3(CCCc4ccccc43)C2=O)c(C)n1Cc1ccco1 (stereo unspecified) | nt | -4% | -5% | -11% | nt | 2% | 0% | -3%
CCOC(=O)C(CC)n1cnc2c(nnn2-c2ccc(OC)cc2)c1=O (stereo unspecified) | -3% | 0% | -7% | 16% | 3% | 6% | -2% | 3%
O=C(NC1CCCCC1)C(c1cccs1)N(Cc1cccs1)C(=O)c1cccs1 (stereo unspecified) | 5% | -12% | -15% | -3% | 15% | -6% | 2% | -8%
O=C1[C@H]2CCC=C[C@H]2[C@H](c2ccccc2Br)N1Cc1ccccc1 | -5% | -4%[81.1 µM] | -22%[81.4 µM] | nt | nt | nt | -1%[39.9 µM] | ?
O=C(c1ccc2ccccc2c1)N1CCN(c2ccc(O)cc2)CC1 | -3% | i | ? | ? | -24% | 0% | -1% | -13%

Screening data as filed in PubChem.
